TDP1 cell noCPT = qHTS for Inhibitors of human tyrosyl-DNA phosphodiesterase 1 (TDP1): qHTS in cells in absence of CPT. DT40 Tdp1-/- hTDP1 cells, no CPT, ATP luminescence, 48 h. Potency, µM (series often up to 46.2 µM), for the others: top-dose activity change, negative = growth inhibition, usual class: inhibitors. 420,000 compounds, 15% hits; also: nearly all actives have a fitted effect of over 55% in size
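Readout: luminescence from CellTiter-Glo after 30 min in the dark at RT. Cells: DT40 Tdp1-/- with stable hTDP1, 400/well. Exposure: compounds alone, ≥48 hr, 37 °C.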
GCN5L2 inh = blocks human GCN5L2 histone acetyltransferase | Potency, µM (titrated, usually from 58.9 µM), inactives show at the top dose activity change, negative = inhibition, most hits filed as inhibitors | GCN5L2 HAT assay, ThioGlo1 CoA-SH fluorescence | Q92830 | 390,000 compounds, 0.21% hits | AID 504327
Target sequence (Q92830 whole entry, looked up): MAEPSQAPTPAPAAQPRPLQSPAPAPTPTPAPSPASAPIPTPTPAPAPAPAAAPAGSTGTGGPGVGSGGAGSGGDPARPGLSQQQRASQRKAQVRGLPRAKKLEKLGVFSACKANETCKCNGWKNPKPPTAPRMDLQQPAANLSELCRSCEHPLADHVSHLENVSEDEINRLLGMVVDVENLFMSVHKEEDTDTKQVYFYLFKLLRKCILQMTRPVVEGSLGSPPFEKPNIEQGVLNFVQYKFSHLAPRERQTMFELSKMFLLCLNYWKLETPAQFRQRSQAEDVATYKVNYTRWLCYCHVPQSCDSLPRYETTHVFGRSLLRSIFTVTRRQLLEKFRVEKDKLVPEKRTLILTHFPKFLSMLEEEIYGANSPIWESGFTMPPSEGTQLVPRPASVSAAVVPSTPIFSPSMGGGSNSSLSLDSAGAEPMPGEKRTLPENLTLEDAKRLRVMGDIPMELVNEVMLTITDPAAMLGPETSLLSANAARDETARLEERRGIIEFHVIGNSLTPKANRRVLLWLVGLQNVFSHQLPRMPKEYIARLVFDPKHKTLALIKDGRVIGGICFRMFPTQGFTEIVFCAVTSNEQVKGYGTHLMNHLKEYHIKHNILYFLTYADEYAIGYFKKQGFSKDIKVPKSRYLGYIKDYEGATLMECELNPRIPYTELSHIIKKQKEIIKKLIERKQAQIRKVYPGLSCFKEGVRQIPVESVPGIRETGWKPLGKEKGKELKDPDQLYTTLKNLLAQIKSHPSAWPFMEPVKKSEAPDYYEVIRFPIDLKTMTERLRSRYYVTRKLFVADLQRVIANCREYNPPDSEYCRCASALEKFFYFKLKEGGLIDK
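Free CoA generated was detected with ThioGlo1 (50uM) fluorescence at Ex340nm/Em540nm, read immediately and after 20 min at room temperature. Enzyme, 20 nM in HEPES pH 7.5 buffer, saw compounds 15 min before adding 75uM H3(1-25) peptide and 70uM acetyl-CoA.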
TDP1 cell CPT = growth inhibition of DT40 Tdp1-/-;hTDP1 cells with camptothecin (screen for TDP1 inhibitors); Potency, µM (top dose mostly 46.2 µM), for the others: at the top dose activity change, negative = growth inhibition, actives largely listed as inhibitors; 420,000 compounds, 12% hits; chicken DT40 Tdp1-/-;hTDP1 cells + 20 nM CPT, ATP luminescence, 48 h; also: nearly all actives have a fitted effect of over 55% in size
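Chicken DT40 Tdp1-/- cells stably complemented with human TDP1 were seeded at 400 cells/well in medium containing 20 nM camptothecin, exposed to pin-transferred compounds, and grown at 37 °C for at least 48 hr. Viability was read as ATP luminescence.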
The depositor's hits bear a star; ? = inconclusive; . = no result given; & = joins results of further samples; [ ] = another dose, or the depositor's remark. Calls follow the shape of the dose curve; as a rule, active = well fitted curve in the direction sought with a large enough effect; inconclusive = small, poorly fitted or top-dose-only effect, or another doubt; inactive = no such curve, though single readings can be large; an effect the other way counts as inactive or inconclusive. % is scaled to controls: 0 for no effect and ±100 for the full control effect; potency is read from the fitted curve at half-maximal effect. Compounds were not picked by outcome. Share with any hit: about 18%.

Every second line gives: TDP1 cell noCPT	GCN5L2 inh	TDP1 cell CPT
O=C(NC1CCCCC1)c1cccs1
    -17.1%	-7.7%	-1.5%
COC(=O)c1ccccc1NC(=O)COc1ccccc1
    -1.2%	-0.5%	-1.0%
C=CCNc1ncnc2c1ncn2[C@H]1CN(Cc2ccccc2)C[C@@H](COC(C)=O)O1
    -23.4%	.	?
O=C(Nc1ccc(F)cc1)C1COc2ccccc2O1 (stereo not given)
    -15.7%	-1.2%	-27.1%
CN(C)c1nc(SCC(=O)Nc2ccc(Cl)c(Cl)c2)nc(N2CCOCC2)n1
    23.1µM*	-10.5%	-74.5%
CCC(=O)N(C)C[C@H]1Oc2ncc(C#Cc3cccnc3)cc2C(=O)N([C@@H](C)CO)C[C@@H]1C
    -8.2%	.	-0.4%
Cc1ccc2[nH]c(O)c(N=NC(=O)C(C)n3cnc4ccccc4c3=O)c2c1 (stereo not given)
    ?	-4.3%	-18.1%
COc1ccc(CSc2nnc(C)n2N)cc1Br
    ?	-1.9%	-8.9%
N#Cc1c2c(c(Nc3ccccc3)n3c1nc1ccccc13)CCC2
    ?	-28.1%	?
CCn1cc2nc(SCC(=O)Nc3ccc(C)cc3)n(Cc3ccc(C)cc3)c(=O)c2n1
    13µM*	27.9%	20.6µM*
CC(=O)c1ccc(S(=O)(=O)N2CCCc3ccccc32)cc1
    ?	-2.1%	?
CCn1c(=O)cc(OCC(=O)N2CCN(c3cccc(C(F)(F)F)c3)CC2)c2ccccc21
    23.1µM*	-4.0%	16.4µM*
CC(=O)c1cccc(NC(=O)C2CCCN2S(=O)(=O)c2ccccc2C(F)(F)F)c1 (stereo not given)
    -6.7%	.	-1.2%
Cc1ccc(C)c(NC(=O)CSc2cn(CC(=O)N3CCCCC3)c3ccccc23)c1
    ?	-5.2%	?
Cc1ccc2c(COC(=O)C3CC(=O)N(c4ccc5c(c4)OCCO5)C3)cc(=O)oc2c1 (stereo not given)
    -6.4%	-1.1%	2.1%
CCCCCCN1CCN(C2CN(Cc3cn(Cc4ccc(C)cc4)nn3)S(=O)(=O)C2)CC1 (stereo not given)
    25.9µM*	.	?
Nc1nnc(-c2ccc(Cl)c(Cl)c2)s1
    ?	-1.6%	-23.7%
COCCN(C(=O)CSc1nnc(-c2cccc(F)c2)n1N)c1c(N)n(CC(C)C)c(=O)[nH]c1=O
    13.9%	-14.6%	-15.2%
O=C(CCCc1nc(-c2ccccc2Cl)no1)NCc1cccnc1
    ?	-6.6%	?
O=S(=O)(c1ccccc1)N1CCC2(CC1)CN(Cc1ccccc1)C2
    ?	10.5%	-6.0%
Cc1cc(C)c(S(=O)(=O)Nc2ccc(C(N)=O)cc2)c(C)c1
    -29.4%	6.7%	1.9%
Cc1csc(SCC(=O)Nc2cccc(C)c2C)n1
    1.2%	-5.3%	-28.6%
CCN(CC)S(=O)(=O)c1ccc(N2CCOCC2)c(NC(=O)CN2C(=O)NC3(CCCC3)C2=O)c1
    11.0%	.	1.3%
Brc1cnc(N2CCCCC2)nc1N1CCOCC1
    -19.9%	-10.0%	?
C=CCC1(C(=O)N(C)Cc2ccccc2)CCN(C(=O)OC(C)(C)C)CC1
    ?	.	14.6µM*
O=C(NC(=S)NCc1ccccc1)c1cccs1
    10.2%	-19.1%	22.6%
COC(=O)[C@]12CCCCC=C1N(CCC1=CCCCC1)C(=O)[C@H](CC(=O)N1CCC(c3ccccc3)CC1)C2
    16.4µM*	.	?
CCCCN(C(=O)CSc1ncn[nH]1)c1c(N)n(Cc2ccccc2)c(=O)[nH]c1=O
    20.3%	5.3%	-17.2%
CC(=O)c1ccc(NC(=S)Nc2ccn(Cc3ccc(Br)cc3)n2)cc1
    -3.9%	-1.1%	1.5%
COc1ccc(-c2noc(CN(C)C(=O)c3ccoc3C)n2)cc1OC
    -19.5%	-1.9%	-13.6%

Quoted at random: two compounds from above
Every second line gives: TDP1 cell noCPT	GCN5L2 inh	TDP1 cell CPT
CC(=O)c1cccc(NC(=O)C2CCCN2S(=O)(=O)c2ccccc2C(F)(F)F)c1 (stereo not given)
    -6.7%	.	-1.2%
CCn1c(=O)cc(OCC(=O)N2CCN(c3cccc(C(F)(F)F)c3)CC2)c2ccccc21
    23.1µM*	-4.0%	16.4µM*

Next part.
Every second line gives: TDP1 cell noCPT	GCN5L2 inh	TDP1 cell CPT
CCn1c(=N)n(CC(=O)c2cccc(OC)c2)c2ccccc21
    ?	0.9%	?
CCn1c([N+](=O)[O-])nc2c1c(=O)[nH]c(=O)n2C
    1.84µM*	-12.4%	2.31µM*
CN(Cc1ccccc1)C(=O)c1cc2c(=O)n(C)c3ccccc3c2s1
    -12.8%	-10.4%	-4.2%
CCC(Sc1ccccn1)C(=O)Nc1cccc([N+](=O)[O-])c1 (stereo not given)
    ?	-11.1%	-11.7%
COc1ccc(N2CSC3=C(C#N)C(c4cccs4)CC(=O)N3C2)cc1 (stereo not given)
    1.5%	12.6µM*	-1.1%
Oc1ccc(-c2cnccn2)cc1CN1CCN(C2CCCCC2)CC1
    -21.4%	.	-75.1%[9.04 µM]
CCN(CC)S(=O)(=O)c1ccc(Cl)c(C(=O)NCC2CCCO2)c1 (stereo not given)
    -1.5%	-0.3%	16.4%
CCCCCOc1ccc(CSc2ncn[nH]2)cc1
    -25.9%	-9.0%	?
CC(=O)c1c(C)[nH]c(C(=O)COC(=O)C2(C)CC2(Cl)Cl)c1C (stereo not given)
    20.6µM*	-7.5%	18.4µM*
O=C(Cc1ccccc1F)OCC(=O)N1CCN(C(=O)c2ccco2)CC1
    2.6%	3.6%	19.5%
Nc1ccc2nc(CCCCCCc3nc4ccc(N)cc4[nH]3)[nH]c2c1
    -8.8%	-0.4%	3.2%
COc1cc(C(=O)OCC(=O)Nc2ccc(SC(F)F)cc2)cc(OC)c1OC
    ?	-10.7%	?
CSc1cccc(NC(=O)Cn2cnc(S(=O)(=O)N3CCCC3)c2)c1
    22.2%&4.4%	-1.9%&1.1%	4.3%&-10.6%
COc1ccc(/C=N/n2cnc3c([nH]c4ccc(Br)cc43)c2=O)cc1CN1CCOCC1
    ?	-10.1%	16.4µM*
CN(C)S(=O)(=O)c1ccc(C(=O)NC(=O)CSc2ccccc2)cc1
    -27.1%	0.4%	-16.5%
S=c1[nH]nc(-c2cccs2)n1/N=C/c1cn(-c2ccccc2)nc1-c1ccc(Cl)cc1
    ?	-3.1%	?
Cc1ccccc1OCc1ccc(-c2nc(C#N)c(N3CCN(c4ccccc4)CC3)o2)o1
    -17.2%	-16.6%	-14.2%
CC(OC(=O)c1cc(S(=O)(=O)N2CCOCC2)ccc1F)C(=O)NC1CCCC1 (stereo not given)
    -3.8%	-2.5%	-8.3%
Nc1nnc(SCC(=O)Nc2ccc(N3CCOCC3)cc2)s1
    -23.7%	-5.8%	-28.2%
CCOC(=O)N1CCN(CC(O)COc2ccccc2C(C)CC)CC1 (stereo not given)
    -8.5%	-2.6%	-4.3%
CN(C)c1cccc(C(=O)NCC2Cc3cccc(-c4cncnc4)c3O2)c1 (stereo not given)
    -25.7%	.	-7.9%[9.04 µM]
Cc1ccc(-n2ncc3c(=O)n(CC(N)=O)cnc32)cc1C
    4.5%	3.98µM*	8.3%
Cc1ccc(NC(=O)CSCn2nnc3c(=O)[nH]c(Cc4ccc(F)cc4)nc32)c(C)c1
    -11.9%	-28.1%	-16.3%
CC(C)(C)NC(=O)Nc1ccc(Cn2cc(C(F)(F)F)ccc2=O)cc1
    ?	-2.8%	20.6µM*
NC(=O)c1ccccc1NC(=O)/C=C/c1ccccc1
    20.6µM*	-3.9%	?
CC(C)c1ccc2oc(-c3ccc(NC(=O)c4ncn[nH]4)cc3)nc2c1
    ?	-12.1%	?
COC(=O)c1ccc(CSc2nnc(Nc3ccccc3OC)s2)o1
    ?	-1.4%	?
O=C(c1cccs1)N1CCN(c2nc3ccc([N+](=O)[O-])cc3s2)CC1
    -20.3%	-5.4%	-8.9%
COc1ccc(C(=O)Nc2ncc3c(n2)CC(c2ccco2)CC3=O)cc1 (stereo not given)
    -5.8%	-3.7%	?
CCc1ccc(CN(C)CC(=O)Nc2sccc2C#N)cc1
    ?	-7.8%	?

7 of these compounds, reformatted:
Compound	TDP1 cell noCPT	GCN5L2 inh	TDP1 cell CPT
Nc1nnc(SCC(=O)Nc2ccc(N3CCOCC3)cc2)s1	-23.7%	-5.8%	-28.2%
CN(C)c1cccc(C(=O)NCC2Cc3cccc(-c4cncnc4)c3O2)c1 (stereo not given)	-25.7%	.	-7.9%[9.04 µM]
CC(C)c1ccc2oc(-c3ccc(NC(=O)c4ncn[nH]4)cc3)nc2c1	?	-12.1%	?
CCc1ccc(CN(C)CC(=O)Nc2sccc2C#N)cc1	?	-7.8%	?
O=C(c1cccs1)N1CCN(c2nc3ccc([N+](=O)[O-])cc3s2)CC1	-20.3%	-5.4%	-8.9%
CC(=O)c1c(C)[nH]c(C(=O)COC(=O)C2(C)CC2(Cl)Cl)c1C (stereo not given)	20.6µM*	-7.5%	18.4µM*
S=c1[nH]nc(-c2cccs2)n1/N=C/c1cn(-c2ccccc2)nc1-c1ccc(Cl)cc1	?	-3.1%	?

The list goes on:
Every second line gives: TDP1 cell noCPT	GCN5L2 inh	TDP1 cell CPT
O=C(Nc1ccc(Cl)c(Cl)c1)Nc1ccccc1C(=O)O
    -15.1%	0.1%	-10.5%
c1ccc2c3c(c(CN4CCCC4)cc2c1)COC3
    21.4%	-0.3%	-4.3%
Cc1cc(N2CCCC2)ccc1NC(=O)CN1C(=O)NC(C)(c2ccccc2)C1=O (stereo not given)
    -3.9%	-2.0%	0.2%
O=C(O)c1ccc(Cn2cnc3c(=S)nc[nH]c32)cc1
    3.1%	.	14.7%
COc1ccc(-c2ccc(S(=O)(=O)NCC3CCCO3)cc2)cc1 (stereo not given)
    ?	-6.1%	5.6%
CCOC(=O)c1sc2ncn(CC(=O)Nc3ccc(C)cc3Br)c(=O)c2c1C
    4.8%	-3.6%	1.0%
O=C(O)/C=C/C(=O)Nc1ccc(-n2ccc(C(F)(F)F)n2)cc1
    3.9%	-0.3%	8.0%
O=C(NC1CCCC1)c1ccc(CS(=O)(=O)c2ccc(Cl)cc2)o1
    -11.3%	-15.6%	-25.3%
COc1ccc(/C=N/NC(=O)c2cccc(OC(F)(F)C(F)F)c2)cc1O
    ?	0.3%	?
O=[N+]([O-])c1cc(Cl)cc(/C=N/NC(=S)Nc2ccc(S(=O)(=O)N3CCOCC3)cc2)c1O
    ?	?	?
Cc1ccc(S(=O)(=O)Nc2ccc3c(c2)CCC3)cc1C
    -5.5%	-5.8%	-4.2%
O=C(Nc1ccc([N+](=O)[O-])c(NC(=O)c2cccnc2)c1)c1cccnc1
    -7.4%	.	10.0%
COC(=O)c1ccc(NS(=O)(=O)c2ccc(-c3cc(C)no3)s2)cc1
    ?	-5.8%	?
CCOC(=O)c1c(C)oc2nc(C)nc(NCCCN3CCN(c4cccc(C)c4)C(C)C3)c12 (stereo not given)
    ?	-0.1%	?
COc1cccc(OCCn2cc(C=O)c3ccccc32)c1
    ?	-18.4%	16.6%
Cn1cccc1CNC(=S)Nc1ccccc1Cl
    -20.8%	0.4%	-1.9%

Compound activity from PubChem BioAssay.
